NCI-60 one-dose screen, 48 h, at 10 µM unless noted. Numbers give growth in % (100 = growth as untreated, 0 = no growth, -100 = all killed).
T-47D – T-47D breast cancer | hit rate 5% among 79,000 | AID 1794792
MCF7 – MCF7 breast cancer. AID 1794796. hit rate 6.3% among 82,000
K-562 – K-562 leukemia | hit rate 7.4% among 78,000 | AID 1794777
HS 578T – HS 578T breast cancer; hit rate 4.1% among 78,000
MDA-MB-231 – MDA-MB-231 breast cancer; hit rate 5% among 81,000; AID 1794789
LOX IMVI – LOX IMVI melanoma; AID 1794757; hit rate 7.4% among 79,000
BT-549 – BT-549 breast cancer | AID 1794793 | hit rate 4.4% among 78,000
MDA-MB-468 – MDA-MB-468 breast cancer; hit rate 8.5% among 78,000; AID 2202374
* hit, by the source's call; & = joins results of further samples; [ ] = remark or other dose. Rule for the calls: active = growth percent below 10; inactive = the rest.

What do the screens show for `CC(C)=CC/C=C(/C)[C@H]1CC[C@]2(C)[C@@H]1CC[C@@H]1[C@@]3(C)CCC(=O)NC(C)(C)[C@@H]3CC[C@]12C`?
T-47D: -3.8*[100 µM]; MCF7: 8.5*[100 µM]; K-562: 6.7*[100 µM]; HS 578T: -18*[100 µM]; MDA-MB-231: -36*[100 µM]; LOX IMVI: -90*[100 µM]; BT-549: -0.9*[100 µM]; MDA-MB-468: -18*[100 µM]

Results for CCOC(=O)c1c(CCC(=O)O)c[nH]c1C(=O)O ?
T-47D: 84; MCF7: 97; K-562: 89; HS 578T: 100; MDA-MB-231: 102; LOX IMVI: 99; BT-549: 104; MDA-MB-468: 105

How did O=C(Cn1c(/C=C/c2ccccc2)nc2ccccc2c1=O)Nc1ccc(Cl)cc1 do in these assays?
T-47D: -11*; K-562: 85; HS 578T: 38; MDA-MB-231: 4.3*; LOX IMVI: 25; BT-549: 89; MDA-MB-468: 57

What do the screens show for `Cc1[nH]c(C2CC(c3cccs3)=NN2C(=O)C2CCC2)c(C)c1C(=O)NCC(F)(F)F` (stereo not drawn)?
T-47D: 104; MCF7: 92; K-562: 95; HS 578T: 96; MDA-MB-231: 102; LOX IMVI: 96; BT-549: 96; MDA-MB-468: 104

What do the screens show for `COc1cc(-c2cccc(C(=O)/C=C/c3c(Cl)nc4sc(C)nn34)n2)cc(OC)c1OC`?
T-47D: 71; MCF7: 66; K-562: 41; HS 578T: 124; MDA-MB-231: 91; LOX IMVI: 83; BT-549: 76; MDA-MB-468: 68

How did CC(=O)OCCCCCCN1C=C/C(=C\C(=O)n2ccc3ccccc32)c2ccccc21 do in these assays?
T-47D: 93; MCF7: 92; K-562: 97; HS 578T: 107; MDA-MB-231: 86; LOX IMVI: 97; BT-549: 100; MDA-MB-468: 96

Results for N#C/C(=C\NC(=S)N=Nc1c(O)[nH]c2ccccc12)c1nc2ccccc2s1 ?
T-47D: 72; MCF7: 76; K-562: 101; HS 578T: 95; MDA-MB-231: 88; LOX IMVI: 97; BT-549: 101; MDA-MB-468: 80

Results for CCn1c2ccc(/C=N\N=C(N)N)cc2c2cc(/C=N/N=C(N)N)ccc21 ?
T-47D: 67; MCF7: 34; K-562: 29; HS 578T: 20; MDA-MB-231: 64; LOX IMVI: 60; BT-549: 91; MDA-MB-468: 64

How did NC(=S)N/N=C1/c2ccccc2-c2cc(Br)ccc21 do in these assays?
T-47D: 43; MCF7: 48; K-562: 74; HS 578T: 84; MDA-MB-231: 84; LOX IMVI: 86; BT-549: 91; MDA-MB-468: 72

How did CCOC(=O)CC1CSC(c2ccc(O)cc2)=N1 (stereo not drawn) do in these assays?
T-47D: 101; MCF7: 101; K-562: 88; HS 578T: 108; MDA-MB-231: 114; LOX IMVI: 98; BT-549: 101; MDA-MB-468: 103

What do the screens show for `O=[N+]([O-])c1cc(F)c2cccnc2c1O`?
T-47D: 100; MCF7: 95; K-562: 109; HS 578T: 105; MDA-MB-231: 100; LOX IMVI: 85

What do the screens show for `O=C(CC(O)(c1ccccc1)c1ccccc1)Nc1ccccn1`?
T-47D: 101; MCF7: 93; K-562: 81; HS 578T: 102; MDA-MB-231: 105; LOX IMVI: 96; BT-549: 91; MDA-MB-468: 106

How did Cc1cn(-c2cccc(C(=O)Nc3cccc(-n4ccc5c(N)ncnc54)c3)c2)cn1 do in these assays?
T-47D: 60; MCF7: 68; K-562: 38; MDA-MB-231: 70; LOX IMVI: 76; BT-549: 87; MDA-MB-468: 92

How did COc1ccc(S(=O)(=O)n2cc(C=O)c3ccccc32)cc1 do in these assays?
T-47D: 62; MCF7: 65; K-562: 60; HS 578T: 90; MDA-MB-231: 79; LOX IMVI: 79; BT-549: 79; MDA-MB-468: 70

What do the screens show for `CCC1C(=O)NC(=O)C1(C)c1ccccc1` (stereo not drawn)?
T-47D: 98&116; MCF7: 94&100; K-562: 94&100; HS 578T: 115&112; MDA-MB-231: 103&116; LOX IMVI: 99&100; BT-549: 111&120; MDA-MB-468: 110

Results for C[C@H]1c2[nH]c3ccccc3c2C[C@@H]2C(=O)N(Cc3ccccc3)C(=S)N21 ?
T-47D: 84; MCF7: 99; K-562: 92; HS 578T: 93; MDA-MB-231: 86; LOX IMVI: 86; BT-549: 98; MDA-MB-468: 100

What do the screens show for `COc1ccc(/C(CSc2nnc(-c3c[nH]c4ccccc34)n2-c2ccccc2)=N/O)cc1`?
T-47D: 10; MCF7: 14; K-562: 19; HS 578T: 39; MDA-MB-231: 61; LOX IMVI: -78*; BT-549: 17; MDA-MB-468: 0.6*

What do the screens show for `COc1ccc(C(=O)/C=C/c2cc3ccccc3n3nnnc23)cc1`?
T-47D: 92; MCF7: 95; K-562: 92; HS 578T: 106; MDA-MB-231: 106; LOX IMVI: 104; BT-549: 99; MDA-MB-468: 97

How did O=C(NNc1ccccc1)NC(Cc1ccccc1)C(=O)O (stereo not drawn) do in these assays?
T-47D: 100; MCF7: 100; K-562: 108; HS 578T: 116; MDA-MB-231: 103; LOX IMVI: 95; BT-549: 104; MDA-MB-468: 120

How did COc1cc(C2=NN(c3ccccc3)C(c3sc(Cl)nc3Cl)C2)cc(OC)c1OC (stereo not drawn) do in these assays?
T-47D: 95; MCF7: 84; K-562: 85; HS 578T: 95; MDA-MB-231: 82; LOX IMVI: 83; BT-549: 95; MDA-MB-468: 99

What do the screens show for `CCOC(=O)CCn1c(-c2ccccc2)cc(-c2ccccc2)c(C#N)c1=O`?
T-47D: 86; MCF7: 49; K-562: 88; HS 578T: 87; MDA-MB-231: 86; LOX IMVI: 90; BT-549: 97

How did O=[N+]([O-])c1ccc2c(N3CCC(CCCC4CCN(c5ncnc6cc([N+](=O)[O-])ccc56)CC4)CC3)ncnc2c1 do in these assays?
T-47D: 32; MCF7: 41; K-562: 26; HS 578T: 91; MDA-MB-231: 88; LOX IMVI: 66; BT-549: 61; MDA-MB-468: 33

What do the screens show for `CN1CC(C(O)C(O)C(O)CO)OC1C(NC(=O)c1ccccc1)[P+](c1ccccc1)(c1ccccc1)c1ccccc1` (stereo not drawn)?
T-47D: 86; MCF7: 101; K-562: 109; HS 578T: 99; MDA-MB-231: 107; LOX IMVI: 103; BT-549: 115; MDA-MB-468: 112

Results for O=[N+]([O-])c1cccc2c1CCC2 ?
T-47D: 122; MCF7: 93; K-562: 99; HS 578T: 109; MDA-MB-231: 112; LOX IMVI: 100; BT-549: 92; MDA-MB-468: 124

How did C=C(C)[C@@H]1CC=C2c3sc(-c4ccc(C)cc4)nc3C[C@@H](C)[C@]2(C)C1 do in these assays?
T-47D: 95; MCF7: 97; K-562: 97; HS 578T: 100; MDA-MB-231: 107; LOX IMVI: 95; BT-549: 109; MDA-MB-468: 108

Results for CC1[C@H]2[C@H](C[C@H]3[C@@H]4CC=C5c6sc(Nc7cccc(Cl)n7)nc6CC[C@]5(C)[C@H]4CC[C@@]32C)O[C@]12CC[C@@H](C)CO2 (stereo partly drawn) ?
T-47D: 68; MCF7: -67*; K-562: 55; HS 578T: 106; MDA-MB-231: 82; LOX IMVI: 80; BT-549: 83; MDA-MB-468: 94

Results for COc1ccc(-c2oc3cc(O)cc(O)c3c(=O)c2OC)cc1 ?
T-47D: 87; MCF7: 68; K-562: 86; HS 578T: 83; MDA-MB-231: 77; LOX IMVI: 82; BT-549: 94

What do the screens show for `C[C@@H]1C(=O)N(C[C@H](Cc2ccccc2)NC(=O)OCc2ccccc2)[C@]1(Cc1ccccc1)C(=O)OC(C)(C)C`?
T-47D: 43; MCF7: 61; K-562: 41; HS 578T: 79; MDA-MB-231: 66; LOX IMVI: 73; MDA-MB-468: 47

How did CCOc1ccc2c(c1)sc1nc(-c3ccccc3)c(-c3cc(OC)c(OC)c(OC)c3)n12 do in these assays?
T-47D: 106; MCF7: 105; K-562: 99; HS 578T: 104; MDA-MB-231: 102; LOX IMVI: 101; BT-549: 112; MDA-MB-468: 102

How did COc1ccc(/C=N/NC(=O)c2[nH]c3ccc(Br)cc3c2-c2ccccc2)o1 do in these assays?
T-47D: 78; MCF7: 9.8*; K-562: 12; HS 578T: 11; MDA-MB-231: -5.3*; BT-549: -16*; MDA-MB-468: 13

How did COc1ccccc1C(C(C(=O)c1ccccc1)N1CCOCC1)N1CCOCC1 (stereo not drawn) do in these assays?
T-47D: 103; MCF7: 96; K-562: 105; MDA-MB-231: 106; LOX IMVI: 98; BT-549: 102; MDA-MB-468: 116

What do the screens show for `COc1c(N)c2c(c([N+](=O)[O-])c1OC)C(=O)OC2`?
T-47D: 101; MCF7: 100; K-562: 119; HS 578T: 109; MDA-MB-231: 115; MDA-MB-468: 107

What do the screens show for `O=c1oc2ccccc2n2cc3ccccc3c12`?
T-47D: 93; MCF7: 101; K-562: 91; HS 578T: 104; MDA-MB-231: 97; LOX IMVI: 93; BT-549: 87; MDA-MB-468: 99

What do the screens show for `COc1ccc(-c2nc3ncccn3c2-c2nc3ccc(F)cc3[nH]2)cc1`?
T-47D: 86; MCF7: 101; K-562: 61; MDA-MB-231: 97; BT-549: 100; MDA-MB-468: 90

How did COc1ccc(CCn2c(C)nc3ccc(C)cc3c2=O)cc1OC do in these assays?
T-47D: 74; MCF7: 88; K-562: 77; HS 578T: 116; MDA-MB-231: 94; LOX IMVI: 98; BT-549: 99; MDA-MB-468: 93

How did CC(=O)c1cc(C)[nH]c1C do in these assays?
T-47D: 103; MCF7: 96; K-562: 100; HS 578T: 129; MDA-MB-231: 107; LOX IMVI: 92; BT-549: 127; MDA-MB-468: 93

What do the screens show for `Cc1[nH]c2ccccc2c1C1=CC(=O)C=CC1=O`?
T-47D: 29; MCF7: 55; K-562: 33; HS 578T: 100; MDA-MB-231: 88; LOX IMVI: 79; BT-549: 97; MDA-MB-468: 72

What do the screens show for `NC(=NCCCOc1ccc(F)cc1)Nc1ccc(I)cc1`?
T-47D: 28; MCF7: 10; K-562: 27; HS 578T: 85; MDA-MB-231: 52; LOX IMVI: 84; BT-549: 75; MDA-MB-468: 28

What do the screens show for `O=C(Nc1ccccc1)OCC(CN1CCCCC1)OC(=O)Nc1ccccc1` (stereo not drawn)?
T-47D: 97&71; MCF7: 96&73; K-562: 89; HS 578T: 92; MDA-MB-231: 79&31; LOX IMVI: 95&77; BT-549: 102&70; MDA-MB-468: 94&59

What do the screens show for `CC(=O)CC(=O)N(Cc1cccnc1)Cc1cccnc1`?
T-47D: 104; MCF7: 98; K-562: 110; HS 578T: 100; MDA-MB-231: 104; LOX IMVI: 102; BT-549: 98; MDA-MB-468: 106

How did Oc1ccc2ccc(Cl)cc2c1 do in these assays?
T-47D: 92; MCF7: 95; K-562: 85; HS 578T: 103; MDA-MB-231: 108; LOX IMVI: 95; BT-549: 122; MDA-MB-468: 70

How did O=C(C(c1ccccc1)C(O)(c1ccccc1)c1ccccc1)N1CCOCC1 (stereo not drawn) do in these assays?
T-47D: 87; MCF7: 101; K-562: 91; HS 578T: 106; MDA-MB-231: 102; LOX IMVI: 93; BT-549: 101; MDA-MB-468: 110

Results for C=C1c2nc3ccccc3n2C=C(c2ccc(OC)cc2)N1Cc1ccccc1 ?
T-47D: 60; MCF7: 86; K-562: 73; HS 578T: 116; MDA-MB-231: 100; LOX IMVI: 91

What do the screens show for `COc1ccc2c(c1)[n+]([O-])c(C(=O)/C=C/C=C(\Cl)c1cc(OC)c(OC)c(OC)c1)c(C)[n+]2[O-]`?
T-47D: 87; MCF7: 83; K-562: 110; HS 578T: 68; MDA-MB-231: 75; LOX IMVI: 42; BT-549: 75; MDA-MB-468: 62

Results for Clc1ncnc2c1ncn2C1CCCCO1 (stereo not drawn) ?
T-47D: 112; MCF7: 96; HS 578T: 123; MDA-MB-231: 94; LOX IMVI: 91; BT-549: 110; MDA-MB-468: 108

How did O=C(CCc1ccccc1)NCCc1cccs1 do in these assays?
T-47D: 94; MCF7: 98; K-562: 106; HS 578T: 94; MDA-MB-231: 102; LOX IMVI: 99; BT-549: 100; MDA-MB-468: 89

Results for Cc1[nH]nc2c1C(c1cc(=O)oc3ccc(Cl)cc13)CC(=O)O2 (stereo not drawn) ?
T-47D: 92; MCF7: 93; K-562: 100; HS 578T: 96; MDA-MB-231: 101; LOX IMVI: 92; BT-549: 109; MDA-MB-468: 101

How did NC(=O)Cn1nc(-c2ccc(Oc3ccc(-c4ccc(=O)n(CC(N)=O)n4)cc3)cc2)ccc1=O do in these assays?
T-47D: 99; MCF7: 95; K-562: 107; HS 578T: 101; MDA-MB-231: 102; LOX IMVI: 102; BT-549: 95; MDA-MB-468: 107

Quoted from above, 6 compounds:
Results for C=C1c2nc3ccccc3n2C=C(c2ccc(OC)cc2)N1Cc1ccccc1 ?
T-47D: 60; MCF7: 86; K-562: 73; HS 578T: 116; MDA-MB-231: 100; LOX IMVI: 91

What do the screens show for `COc1ccc2c(c1)[n+]([O-])c(C(=O)/C=C/C=C(\Cl)c1cc(OC)c(OC)c(OC)c1)c(C)[n+]2[O-]`?
T-47D: 87; MCF7: 83; K-562: 110; HS 578T: 68; MDA-MB-231: 75; LOX IMVI: 42; BT-549: 75; MDA-MB-468: 62

Results for Clc1ncnc2c1ncn2C1CCCCO1 (stereo not drawn) ?
T-47D: 112; MCF7: 96; HS 578T: 123; MDA-MB-231: 94; LOX IMVI: 91; BT-549: 110; MDA-MB-468: 108

How did O=C(CCc1ccccc1)NCCc1cccs1 do in these assays?
T-47D: 94; MCF7: 98; K-562: 106; HS 578T: 94; MDA-MB-231: 102; LOX IMVI: 99; BT-549: 100; MDA-MB-468: 89

Results for Cc1[nH]nc2c1C(c1cc(=O)oc3ccc(Cl)cc13)CC(=O)O2 (stereo not drawn) ?
T-47D: 92; MCF7: 93; K-562: 100; HS 578T: 96; MDA-MB-231: 101; LOX IMVI: 92; BT-549: 109; MDA-MB-468: 101

How did NC(=O)Cn1nc(-c2ccc(Oc3ccc(-c4ccc(=O)n(CC(N)=O)n4)cc3)cc2)ccc1=O do in these assays?
T-47D: 99; MCF7: 95; K-562: 107; HS 578T: 101; MDA-MB-231: 102; LOX IMVI: 102; BT-549: 95; MDA-MB-468: 107
